FXN GAA850 act: frataxin GAA850 promoter activation; HEK293 lucGAA850 FXN promoter luciferase reporter, 24 h; percent of 10 µM SAHA response; activation, % at 6 µM; 360,000 compounds, 0.56% hits; AID 540364;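 active = activation above the average of all compounds screened plus 3 SD, cutoff fixed separately per campaign, cut at about 7.5% in these data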;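 also: 0% = DMSO wells and 100% = 10 µM SAHA wells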
PG9 binder: small molecules binding HIV-1 gp120 antibody PG9; TR-FRET gp120-PG9 antibody binding; inhibition, % at 6.7 µM; 360,000 compounds, 0.43% hits; in the data active = inhibition above about 8.5%
Rev-erbA mod: Rev-erb alpha (human) modulation. P20393. Rev-erbα–FITC-DNA binding, fluorescence polarization, 90 min. activity, % at 10 µM. 370,000 compounds, 0.79% hits;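 active = activity above about 14%, limit read from the data; passing the limit was not always enough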;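 also: 0% = DMSO wells with 35 nM protein and 100% = DMSO wells with 750 nM protein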
Target sequence (P20393 whole entry, looked up): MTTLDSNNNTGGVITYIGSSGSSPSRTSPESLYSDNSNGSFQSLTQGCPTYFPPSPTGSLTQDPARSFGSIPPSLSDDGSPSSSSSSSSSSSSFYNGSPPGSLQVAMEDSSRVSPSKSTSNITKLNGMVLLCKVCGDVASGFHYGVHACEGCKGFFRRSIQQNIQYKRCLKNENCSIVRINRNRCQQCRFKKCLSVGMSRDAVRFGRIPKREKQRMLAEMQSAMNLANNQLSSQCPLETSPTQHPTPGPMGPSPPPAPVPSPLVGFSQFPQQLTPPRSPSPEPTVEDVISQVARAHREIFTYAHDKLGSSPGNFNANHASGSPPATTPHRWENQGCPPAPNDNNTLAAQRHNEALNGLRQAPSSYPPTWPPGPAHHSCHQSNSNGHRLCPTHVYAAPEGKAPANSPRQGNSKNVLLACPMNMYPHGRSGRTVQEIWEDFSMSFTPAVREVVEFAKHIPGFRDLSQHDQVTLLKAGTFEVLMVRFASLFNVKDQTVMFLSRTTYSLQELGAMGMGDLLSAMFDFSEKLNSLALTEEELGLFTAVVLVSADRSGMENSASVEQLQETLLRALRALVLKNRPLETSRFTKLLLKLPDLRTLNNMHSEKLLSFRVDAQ
sPLA2-III inh: Blocks human group III sPLA2 activity. QFRET BODIPY PC-A2 liposome hydrolysis, fluorescence. inhibition, % at 12.2 µM. 370,000 compounds, 0.56% hits. Q9NZ20;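 active = inhibition above mean plus 3 SD of compounds lying within the high and low control bounds, cut at about 19% in these data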;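 also: 0% = median of test compound wells and 100% = no enzyme DMSO wells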
ssDAF12 agonist: activators of S. stercoralis DAF-12 nuclear receptor; HEK293 ssDAF-12/GRIP1 lit1-tk-luc reporter, luminescence; % of 3 µM dafachronic acid response; activation, % at 6.8 µM; 370,000 compounds, 1% hits; AID 652126;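 active = activation above the mean over all tested compounds plus 3 SD, cut at about 0.9% in these data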;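 also: 0% = DMSO-only wells and 100% = 3 µM delta7-dafachronic acid wells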
PLCb3 inh: inhibitors of human phospholipase C beta3. Q01970. Purified PLC-beta3, fluorogenic substrate, fluorescence. inhibition, % at 12.2 µM. 370,000 compounds, 0.18% hits. AID 720704; in the data active = inhibition above about 11%;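 also: 0% = median of compound wells on plate and 100% = full blocker control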
SMARCA2 activ: SMARCA2 function activation, primary screen | MG213 cells, MMTV-luciferase reporter, dexamethasone, overnight | activation, % at 9.1 µM | 370,000 compounds, 1% hits | AID 652017; in the data active = activation above about 7.8%;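 also: 0% = vehicle wells and 100% = reference activator wells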
hcDAF-12 act: activators of H. contortus DAF-12 nuclear receptor | 370,000 compounds, 1.4% hits | HEK293 hcDAF-12 lit1-tk-luc reporter, luminescence; 0% DMSO, 100% Δ7-dafachronic acid | AID 652067 | activation, % at 6.8 µM;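 active = activation above the mean of all tested compounds plus 3 SD, cut at about 5.5% in these data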;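 also: 100% = response to 3 µM Δ7-dafachronic acid high control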
DAX1 inh-1: blocks DAX1 repression of SF-1 activated StAR promoter; AID 652010; HEK293T StAR-luciferase reporter, SF-1/DAX-1 repression relief; inhibition, % at 6.8 µM; 370,000 compounds, 1.1% hits;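 active = inhibition above the mean over all tested compounds plus 3 SD, cut at about 3.6% in these data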;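 also: 0% = DAX-1 cells with DMSO and 100% = cells lacking DAX-1 with DMSO; higher inhibition means more luminescence from relief of DAX-1 repression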
hgDAF-12 ag: hgDAF-12 agonism, primary luciferase screen. AID 687014. HEK293 GAL4-hgDAF12 UAS-luciferase reporter, agonist luminescence; normalized to butyrate control. activation, % at 6.8 µM. 370,000 compounds, 1.8% hits;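 active = activation above a cutoff set at the mean of all screened compounds plus 3 SD, cut at about 10% in these data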;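 also: 0% = DMSO wells and 100% = sodium butyrate wells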
DAX1 inh-2: inhibits human nuclear receptor DAX1 | 340,000 compounds, 0.99% hits | P51843 | AID 504766 | HEK293 Gal4-DAX1 luciferase reporter, luminescence | inhibition, % at 6.75 µM;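 active = inhibition above the mean over all tested compounds plus 3 SD, cut at about 4.2% in these data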;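 also: 0% = DAX1-transfected cells with DMSO and 100% = empty-vector control cells with DMSO; inhibition shows as a rise in luminescence from relieved DAX1 repression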
Target sequence (P51843 207-470 limits assumed): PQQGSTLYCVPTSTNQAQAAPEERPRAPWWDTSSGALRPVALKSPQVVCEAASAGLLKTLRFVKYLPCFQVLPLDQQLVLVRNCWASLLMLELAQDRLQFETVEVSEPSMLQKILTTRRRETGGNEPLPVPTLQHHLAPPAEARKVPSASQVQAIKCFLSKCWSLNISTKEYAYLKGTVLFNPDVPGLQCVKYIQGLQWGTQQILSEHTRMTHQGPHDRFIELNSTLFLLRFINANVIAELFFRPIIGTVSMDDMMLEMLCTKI
Starred values were filed as active, the others as inactive; i = inactive; . = not tested or not shown.

molecule	FXN GAA850 act	PG9 binder	Rev-erbA mod	sPLA2-III inh	ssDAF12 agonist	PLCb3 inh	SMARCA2 activ	hcDAF-12 act	DAX1 inh-1	hgDAF-12 ag	DAX1 inh-2
CC1CCN(S(=O)(=O)c2ccc([N+](=O)[O-])cc2)CC1	-0.9	-0.9	-2	-1	-1.2	-1	3	-1.7	-0.3	-0.7	1.1
CCNc1nc(ON=C(C)C)nc(N(C)C)n1	-0.4	-1.8	-2	0	-1.6	5	0	3.8	0.0	-0.2	-0.7
COc1ccc2c(c1)C=C([C@@H]1C[C@H]3CN(c4ccccc4)C(=O)[C@]34CCCN14)CO2	-1.1	-1.6	2	-5	-1.2	-12	-2	1.5	-0.9	0.5	0.0
O=C(NNC(=O)c1ccc(Cl)nc1)c1ccncc1	1.6	3.4	1	4	-0.6	-5	-1	0.1	0.3	2.1	0.3
C=CCOc1ccc(C[C@H](N)C(=O)NC[C@H]2O[C@@H](n3cc(C)c(=O)[nH]c3=O)C[C@@H]2O)cc1	1.9	0.4	3	8	-1.0	1	-6	-1.8	0.5	1.2	0.1
COc1ccc(N(CC(=O)NC2CCS(=O)(=O)C2)S(=O)(=O)c2cc(C)ccc2C)cc1 (stereo not drawn)	1.6	2.6	-5	2	-1.5	-7	-2	1.2	-0.7	0.6	-0.1
CC1(C(=O)NS(=O)(=O)c2cccc(Cl)c2)CCN1C(=O)Cc1cccs1 (stereo not drawn)	0.0	1.6	3	12	-1.2	-1	-6	-0.7	-0.1	1.6	.
O=C(CCC(=O)NC1CCCCC1)N/N=C/c1ccncc1	-0.8	1.6	2	-2	-1.6	-1	0	1.6	0.0	-1.5	2.1
CCOC(=O)C(CC)Sc1nc2c(c(=O)[nH]c(=O)n2C)n1CCc1ccccc1 (stereo not drawn)	-1.4	-0.4	2	-5	-1.3	-1	1	-1.7	1.2	-1.0	1.2
C=CCNC(=O)/C(C#N)=C/c1cc(Br)ccc1OC	2.5	-1.8	-2	3	-1.3	2	0	0.5	-0.7	0.7	-0.6
CCN(CC)c1ccc(/C=N/N2CCN(c3ccccc3OC)CC2)cc1	0.7	-2.8	8	6	-1.0	-9	3	1.6	0.1	3.1	0.2
Cc1cc(C)n(-c2nc3ccccc3c(=O)n2OCC#N)n1	2.7	0.3	-6	17	-1.8	-7	3	-1.4	-0.8	-7.1	-1.9
O=C(O)COc1ccc(NC(=O)c2cccs2)cc1	0.5	0.3	-7	9	-2.0	1	-2	2.1	1.4	-3.6	2.6
NC12CC3CC(C1)CC(CC(=O)O)(C3)C2	1.3	-1.2	-6	3	-0.9	5	1	0.6	-0.4	0.2	-0.3
O=C(CC1Oc2ccccc2NC1=O)NCCCN1CCN(C2CCCCC2)CC1 (stereo not drawn)	0.1	-2.4	7	1	-0.5	1	1	-0.8	0.0	-2.4	3.6
Cc1ccc(NC(=O)/C(=C\c2ccco2)NC(=O)c2ccco2)cc1	1.0	2.0	-8	-1	-0.6	-24	0	2.5	0.5	-0.1	-0.2
COc1ccccc1NC(=O)CCC(=O)N(Cc1ccc(OC)c(OC)c1)c1nccs1	1.6	-0.3	-1	-2	-1.9	0	-1	-0.6	-0.8	-3.1	1.7
O=C(C[C@@H]1CC[C@H](NC(=O)c2ccc3c(c2)OCO3)[C@@H](CO)O1)NCc1ccc(F)cc1	.	0.3	-2	3	-0.7	0	1	0.8	-0.2	-0.7	.
COc1cc(C2=NOC(C(=O)NCc3cccnc3)C2)cc(OC)c1OC (stereo not drawn)	0.3	-2.2	0	0	-1.1	-6	0	-1.0	-0.5	0.7	1.1
NC(=O)C1CCN(C(=O)CNC(=O)c2ccc(F)cc2)CC1	-0.5	-0.5	2	-3	-0.6	3	-1	-0.4	0.0	5.2	-0.5
CCOC(=O)C1CCCN(C(=O)c2ccc(OC)cc2)CC1 (stereo not drawn)	0.3	-2.7	5	-2	-1.5	2	6	0.3	0.0	0.3	.
Cc1cccc(C)c1NC(=O)CSc1ccc([N+](=O)[O-])cn1	1.9	-0.1	-6	-13	-1.1	3	-2	-2.1	0.4	1.4	-0.3
O=C(CCSc1nnnn1-c1ccccc1)N1CCOCC1	0.1	2.0	-1	-1	-1.0	1	-1	-0.4	0.6	0.6	1.1
O=[n+]1cc(-c2cc3ccccc3o2)n([O-])c2c1CCCC2	4.7	-2.0	-3	9	-0.5	i	0	1.0	1.0	3.4	0.7
CCOC(=O)CC(NC(=O)c1ccco1)c1ccccc1Cl (stereo not drawn)	2.0	-2.0	2	7	-0.2	1	-4	-0.4	-0.7	-1.8	-0.7
CCCn1c(SCC(=O)c2ccc3c(c2)OCCO3)nnc1C(C)C	2.2	-1.9	-3	-15	-0.9	-1	-4	-1.7	-0.4	-1.5	0.8
CN(C(=O)CCc1nc(-c2ccccc2F)no1)c1ccccc1	2.7	2.0	1	4	-2.0	-4	-1	-0.2	1.1	5.5	1.0
CC(=O)N1CCc2cc(S(=O)(=O)CCC(=O)Nc3cccc(F)c3)ccc21	-2.3	-0.9	-1	0	-0.9	6	0	0.7	0.1	0.3	1.1
COc1cccc(N2C(=O)C3CCCN3C2=S)c1 (stereo not drawn)	0.0	-1.1	1	-38	0.1	-3	-2	-1.5	-0.4	-1.2	0.2
O=C(NNC(=O)c1ccccc1O)c1ccc(-c2ccc([N+](=O)[O-])cc2)o1	1.9	-1.9	-5	13	-0.1	-17	0	1.2	-0.7	1.6	1.5
O=S(=O)(c1ccc(Cl)s1)N1CCN(CCc2ccccc2)CC1	1.8	-1.4	-1	3	0.7	-2	-2	-1.4	1.9	0.5	0.0
Cc1ccc(C2CC2C(=O)NNC(=S)Nc2ccc(Cl)cc2)cc1 (stereo not drawn)	4.3	-0.3	7	21*	-1.0	-2	2	-0.3	0.5	-0.3	-0.6
CC(Nc1nc(-c2ccc(Cl)cc2)cs1)c1nc2cc(Cl)c(N3CCCCC3)cc2n1CCOCCO (stereo not drawn)	0.6	-2.6	-1	-12	-1.6	0	-1	-1.3	-1.2	0.7	-0.7
CCCCNC(=S)N1CCC(Cc2ccccc2)CC1	0.9	0.0	2	4	-0.9	-3	-2	-1.8	-0.9	1.5	-0.1
COc1ccccc1C(=O)Nc1ccc(N2CCCCC2)cc1	3.2	-6.5	6	16	2.7*	-7	6	13*	3.5	11*	3.3
Nc1ncnc2c1ccn2[C@H]1CN(Cc2ccc3c(c2)OCO3)C[C@@H](COC(=O)c2ccccc2)O1	0.4	-1.2	-5	-20	-1.6	3	0	-1.5	-0.2	-3.6	.
Fc1ccc2nc(Nc3ccccc3)sc2c1	5.7	0.4	-1	-19	-0.5	0	3	3.6	2.5	19*	2.5
CN(CC1CCOCC1)C(=O)CC1C(=O)NCCN1Cc1cccc(C(F)(F)F)c1 (stereo not drawn)	1.2	2.6	-2	2	-1.1	-48	1	-2.0	-0.4	-2.3	0.5
COc1cccc(/C=N/NC(=O)C(=O)N/N=C/c2cccc(OC)c2OC)c1OC	2.9	1.3	1	4	-1.1	1	0	-0.8	0.2	-0.3	-0.8
CC(NS(=O)(=O)c1ccccc1)C(=O)NCCc1ccccn1 (stereo not drawn)	2.1	-1.9	8	-3	-1.5	3	-1	1.6	0.6	-0.9	-0.8
Cc1cc(/C([O-])=C(/C(=S)Nc2ccc(F)cc2)[n+]2ccccc2)c(C)n1Cc1ccccc1Cl	1.6	-0.2	4	-8	-1.2	-26	-2	1.2	-0.6	3.2	0.0
COc1cc(C(=O)NCC2CCCO2)ccc1OCc1ccc(Cl)cc1Cl (stereo not drawn)	-0.7	-0.1	-8	-11	-0.9	-3	2	-2.0	-2.5	-3.2	-0.9
CCC(C)NCCCCOc1ccc(Cl)cc1C (stereo not drawn)	0.9	-0.6	-2	2	-1.3	4	3	1.2	-0.2	4.1	0.8
CCCN(CC(=O)Nc1cc(Cl)ccc1Cl)C(=O)/C=C/c1cc(OC)ccc1OC	0.3	1.3	1	-13	-1.1	i	-1	-3.3	-2.3	-3.9	-1.0
NC(=S)N/N=C/c1cn(-c2ccccc2)nc1-c1cccnc1	7.8*	-1.6	-5	7	-1.5	-6	8.2*	-0.7	-0.4	-1.4	-2.2
COc1ccccc1OS(=O)(=O)c1ccc(NC(C)=O)cc1	2.9	-1.8	-5	-1	-1.9	1	-3	-0.8	-0.4	-4.2	-0.1
O=C(NCc1ccccc1Cl)c1ccc(NC2=NC3CS(=O)(=O)CC3S2)cc1 (stereo not drawn)	1.2	-0.4	-1	6	-0.6	1	-2	-0.5	0.0	-1.6	-0.6
Cc1ccc(C(=O)Nc2ccc3ccccc3n2)cc1	4.5	-2.0	-3	8	2.7*	-6	1	8.2*	2.9	15*	1.5
COc1cc(C=NO)nc(-c2ccccn2)c1	-13	-3.6	-2	-8	-1.5	6	-1	-2.5	-3.4	-7.4	-4.3
CCOC(=O)CSc1nc(-c2ccccc2)nc2c1oc1ccccc12	1.6	1.4	4	-3	-0.2	3	-2	3.6	-0.3	-1.9	-0.7
COc1cc2c(cc1NC(=O)COc1ccccc1OC)oc1ccccc12	0.3	-0.7	14	2	-1.6	2	-1	2.6	0.0	-4.0	0.4
COc1ccc(C=C2SC(=O)NC2=O)cc1OC	4.2	-3.8	0	-1	-0.3	-16	2	1.1	1.0	4.9	2.2
O=C(N/N=C/C=C/c1ccccc1)NC1CCCCC1	2.5	-4.7	1	-16	-1.2	-2	1	2.6	-0.6	2.9	1.9
COc1ccccc1NC(=O)CCCC(=O)OCC(F)(F)C(F)F	4.5	-2.6	-4	6	-1.6	-4	-2	0.7	1.3	-0.4	1.8
CCn1c(SCC(=O)NC2CC2)nnc1-c1cccs1	0.2	-0.1	3	3	-1.5	-7	0	0.0	1.1	-0.7	-0.7
Cn1c(N)c(C(=O)COC(=O)Cc2ccccc2F)c(=O)n(C)c1=O	-0.8	-1.7	-2	-6	-1.2	0	-2	-0.3	-0.5	1.3	2.2
CC(CC(=O)O)CC1=NS(=O)(=O)c2ccccc2N1 (stereo not drawn)	-2.1	0.2	3	2	-0.9	3	0	1.6	0.6	2.3	0.9
O=C(ON=C1CCN(S(=O)(=O)c2ccccc2)CC1)c1ccccc1	-0.9	0.9	4	6	-0.7	4	1	-1.1	0.6	1.2	0.8
COc1cccc(OCCNCc2ccccc2)c1	-0.1	0.0	-3	7	-1.6	-5	1	-0.2	-0.2	0.0	2.1
OC(c1ccc(-c2ccccc2)cc1)c1ncc(-c2ccccc2)[nH]1 (stereo not drawn)	-0.1	-2.8	5	-15	-1.1	-1	4	-0.5	0.0	0.3	.

Bioassay records from PubChem BioAssay.

Compounds were not picked by outcome; 7% or so of the library scored in one or more.
